NOD1 NF-kB reporter = NOD1 signaling inhibitors, primary screen, cell-based, luminescence, uHTS (AID 1578). 290,000 compounds, 1% hits. inhibition, % at 4 µM, or EC50 in µM where a hit was titrated. NOD1-driven NF-kB luciferase reporter cells, luminescence; higher % means a stronger effect; in the data active = inhibition mostly above about 36%, no sharp cut-off; inactive = mostly below about 34%;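 note: HEK-293T reporter cells stimulated with the NOD1 agonist gamma-tri-DAP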
Siah-1 displacement = blockers of Siah-1 interaction with plectin peptide – biochemical, fluorescence polarization, rhodamine-plectin, uHTS, primary screen (AID 1817) | 290,000 compounds, 0.02% hits | displacement, % at 20 µM, or IC50 in µM where a hit was titrated | Siah-1 / rhodamine-plectin peptide fluorescence polarization; higher % means a stronger effect;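 active = displacement of at least 50% at 20 µM, with a fluorescence ratio check between 0.3 and a set limit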;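 note: plate controls were Siah plus tracer with DMSO for no effect and tracer alone without Siah for full effect; strong numbers were not always called active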
KOR beta-arrestin-1 = KOR agonists, beta-arrestin recruitment, primary screen, cell-based, luminescence, uHTS (AID 1777) | 280,000 compounds, 0.02% hits | KOR beta-arrestin recruitment, luminescence; higher % means a stronger effect | activation, % at 10 µM; hits with a dose series show EC50 in µM; in the data active = activation above about 50%, passing the limit was not always enough; note: a part of the inactive calls stands beside numbers as strong as those of hits
LYP phosphatase = PTPN22 lymphoid phosphatase activity blockers – biochemical, fluorescence intensity, uHTS (AID 1779) | 290,000 compounds, 0.054% hits | recombinant LYP phosphatase, fluorescence intensity; higher % means a stronger effect | inhibition, % at 11.5 µM; hits with a dose series show IC50 in µM;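 note: plate controls were vehicle with enzyme for no effect and no enzyme for full effect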
NOD2 inhibition = inhibition of NOD2-driven NF-kB reporter – cell-based, luminescence, uHTS, HEK293 (AID 1566). 290,000 compounds, 0.63% hits. one-dose inhibition, % at 4 µM; EC50 in µM for titrated hits. HEK293 NOD2/NF-kB luciferase reporter, luminescence; higher % means a stronger effect; note: many of its hits are not listed in these tables
PhoP inhibition = inhibitors of PhoP regulon expression, primary screen, Salmonella Typhimurium, GFP reporter (AID 1863). S. Typhimurium PhoP-regulated promoter GFP reporter, 4 h; higher % means a stronger effect. inhibition, % at 50 µM, or IC50 in µM where a hit was titrated. 300,000 compounds, 0.16% hits;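 active = inhibition over 29.93%, a cutoff 3 SD above the screen mean, later confirmed by dose response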;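 note: 0% = low Mg2+ inducing control and 100% = high Mg2+ repressing control; strong numbers were not always called active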
KOR beta-arrestin-2 = kappa opioid receptor blockers – cell-based, luminescence, uHTS (AID 1778). 290,000 compounds, 0.091% hits. inhibition, % at 10 µM, or IC50 in µM where a hit was titrated. KOR beta-arrestin recruitment, luminescence, antagonist mode; higher % means a stronger effect; note: strong numbers were not always called active
Myeloid diff 2 = compounds promoting myeloid differentiation; 360,000 compounds, 1% hits; calls only at 10 µM; ER-HoxA9 myeloid progenitors, lysozyme-GFP differentiation, flow cytometry;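 active = normalized GFP-positive differentiation at or above the plate's own cutoff, the solvent-only control mean plus 3 SD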;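 note: cells exposed to compound for four days before flow analysis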
HIV peptide binding = inhibitors of HIV fusion peptide binding, primary screen, biochemical, uHTS, fluorescence dequenching (AID 1986) | one-dose inhibition, % at 20 µM; IC50 in µM for titrated hits | 290,000 compounds, 0.3% hits | cell-free peptide binding, fluorescence dequenching, 30 min; higher % means a stronger effect; in the data active = inhibition mostly above about 52%, no sharp cut-off; inactive = mostly below about 76%; note: some results filed as inactive read as strong as hits
Myeloid diff 2 GFP+ MAC1+ % = also measured in Myeloid diff 2; calls as there; GFP+ MAC1+ double positive, %; measured here: differentiation confirmed by MAC1 staining
An asterisk follows results filed as active; [ ] = another dose, or the depositor's remark. Cut-off read from the data, not from the text of the source, unless noted: active = inhibition above about 50%; inactive = the rest.

`CN(C)S(=O)(=O)N(CCN1CCOCC1)Cc1ccccc1F` gave NOD1 NF-kB reporter -3%, Siah-1 displacement -4%, KOR beta-arrestin-1 -4.5%, LYP phosphatase -3%, NOD2 inhibition 8%, PhoP inhibition -18%, KOR beta-arrestin-2 2%, Myeloid diff 2 inactive, HIV peptide binding 1.0% and Myeloid diff 2 GFP+ MAC1+ % 0.0.
`CCOC(=O)CNC(=O)CSc1nc2ncc(Br)cc2[nH]1` gave NOD1 NF-kB reporter -11%, Siah-1 displacement 1%, KOR beta-arrestin-1 -4.3%, LYP phosphatase -5%, NOD2 inhibition -5%, PhoP inhibition 4%, KOR beta-arrestin-2 -11%, Myeloid diff 2 inactive, HIV peptide binding -0.8% and Myeloid diff 2 GFP+ MAC1+ % 0.7.
For Cc1c(O)cc2n(c1=O)-c1ccc(Cl)cc1C2(C)C the results were NOD1 NF-kB reporter -16%, Siah-1 displacement 15%, KOR beta-arrestin-1 -0.6%, LYP phosphatase -1%, NOD2 inhibition 1%, PhoP inhibition -3%, KOR beta-arrestin-2 0%, Myeloid diff 2 inactive, HIV peptide binding -0.5% and Myeloid diff 2 GFP+ MAC1+ % 0.9.
CCOc1cccc2sc(N(CCN(C)C)C(=O)CCS(=O)(=O)c3ccccc3)nc12 was read as NOD1 NF-kB reporter -29%, Siah-1 displacement 2%, KOR beta-arrestin-1 4.2%, LYP phosphatase -4%, NOD2 inhibition 10%, PhoP inhibition -4%, KOR beta-arrestin-2 -2%, Myeloid diff 2 inactive, HIV peptide binding 0.7% and Myeloid diff 2 GFP+ MAC1+ % 0.0.
`Cc1cc(OC(C)C)c2c(-c3ccccc3)cc(=O)oc2c1` gave NOD1 NF-kB reporter 5%, Siah-1 displacement 0%, LYP phosphatase 1%, NOD2 inhibition 4%, PhoP inhibition -2%, KOR beta-arrestin-2 -4%, Myeloid diff 2 inactive, HIV peptide binding -3.2% and Myeloid diff 2 GFP+ MAC1+ % 0.6.
O=C(Nc1ccon1)Nc1cc(Cl)ccc1Cl was read as NOD1 NF-kB reporter -26%, Siah-1 displacement 2%, KOR beta-arrestin-1 2.4%, LYP phosphatase -12%, NOD2 inhibition 0%, PhoP inhibition -5%, KOR beta-arrestin-2 -16%, Myeloid diff 2 inactive, HIV peptide binding 1.7% and Myeloid diff 2 GFP+ MAC1+ % 0.4.
`N#Cc1nc(-c2cccs2)oc1NCc1ccco1` gave NOD1 NF-kB reporter -37%, Siah-1 displacement 0%, KOR beta-arrestin-1 -5.5%, LYP phosphatase -30%, NOD2 inhibition -26%, PhoP inhibition -11%, KOR beta-arrestin-2 10%, Myeloid diff 2 inactive, HIV peptide binding -2.4% and Myeloid diff 2 GFP+ MAC1+ % 4.2.
O=C1Nc2ccccc2C1=Nc1ccc(Cl)cc1 was read as NOD1 NF-kB reporter -10%, Siah-1 displacement 2%, KOR beta-arrestin-1 -7.1%, LYP phosphatase 3%, NOD2 inhibition -53%, PhoP inhibition -3%, KOR beta-arrestin-2 -1%, Myeloid diff 2 inactive, HIV peptide binding -2.5% and Myeloid diff 2 GFP+ MAC1+ % 0.5.
CCO[C@H]1OC(C(=O)N2CCOCC2)=C[C@@H](c2ccc(C(F)(F)F)cc2)[C@@H]1CCCO was read as NOD1 NF-kB reporter -12%, Siah-1 displacement 5%, KOR beta-arrestin-1 -1.7%, LYP phosphatase -9%, NOD2 inhibition 14%, PhoP inhibition -6%, KOR beta-arrestin-2 -22%, Myeloid diff 2 inactive, HIV peptide binding -0.8% and Myeloid diff 2 GFP+ MAC1+ % 2.9.
Screening COc1ccccc1NC(=O)c1ccc(NC(=O)CN2CCCC2)cc1 returned NOD1 NF-kB reporter -22%, Siah-1 displacement -1%, KOR beta-arrestin-1 -4.1%, LYP phosphatase -3%, NOD2 inhibition 7%, PhoP inhibition 11%, KOR beta-arrestin-2 8%, Myeloid diff 2 inactive, HIV peptide binding -1.5% and Myeloid diff 2 GFP+ MAC1+ % 0.2.
Screening Clc1ccc(-n2cccc2CN2CCc3c([nH]c4ccccc34)C2c2ccccn2)nc1 (stereo not given) returned NOD1 NF-kB reporter -14%, Siah-1 displacement -6%, KOR beta-arrestin-1 -0.2%, LYP phosphatase 4%, NOD2 inhibition -24%, PhoP inhibition 4%, KOR beta-arrestin-2 -14%, Myeloid diff 2 inactive, HIV peptide binding 1.2% and Myeloid diff 2 GFP+ MAC1+ % 0.2.
COc1ccc(C(=O)Nc2ccc(N3CCC(C)CC3)cc2)cc1Br was read as NOD1 NF-kB reporter -21%, Siah-1 displacement 8%, KOR beta-arrestin-1 -5.9%, LYP phosphatase -3%, NOD2 inhibition 3%, PhoP inhibition -1%, KOR beta-arrestin-2 -187%, Myeloid diff 2 inactive, HIV peptide binding -2.2% and Myeloid diff 2 GFP+ MAC1+ % 0.1.
Screening CCc1ccc(C(c2c(C)nn(-c3ccccc3)c2N)c2c(C)nn(-c3ccccc3)c2N)cc1 returned NOD1 NF-kB reporter -10%, Siah-1 displacement -2%, KOR beta-arrestin-1 -3.1%, LYP phosphatase -4%, NOD2 inhibition 5%, PhoP inhibition 35%, KOR beta-arrestin-2 18%, Myeloid diff 2 inactive, HIV peptide binding -0.9% and Myeloid diff 2 GFP+ MAC1+ % 0.7.
CCOc1ccccc1NC(=O)CNC(=O)c1nn(-c2ccc(OC)c(OC)c2)c(=O)c2ccccc12 was read as NOD1 NF-kB reporter 14%, Siah-1 displacement 2%, KOR beta-arrestin-1 -0.3%, LYP phosphatase -8%, NOD2 inhibition 15%, PhoP inhibition 1%, KOR beta-arrestin-2 -19%, Myeloid diff 2 inactive, HIV peptide binding -1.6% and Myeloid diff 2 GFP+ MAC1+ % 0.5.
Screening O=C1C(=O)N(CCCn2ccnc2)C(c2cccnc2)/C1=C(/O)c1ccc(F)cc1 (stereo not given) returned NOD1 NF-kB reporter -20%, Siah-1 displacement 4%, KOR beta-arrestin-1 12%, LYP phosphatase 4%, NOD2 inhibition -8%, KOR beta-arrestin-2 5%, Myeloid diff 2 inactive, HIV peptide binding -0.1% and Myeloid diff 2 GFP+ MAC1+ % 0.4.
For Cc1cc(F)c(F)c(C(=O)N2CCOCC2)c1Cl the results were NOD1 NF-kB reporter -21%, Siah-1 displacement 4%, KOR beta-arrestin-1 -4.8%, LYP phosphatase -8%, NOD2 inhibition 11%, PhoP inhibition 1%, KOR beta-arrestin-2 32%, Myeloid diff 2 inactive, HIV peptide binding -1.0% and Myeloid diff 2 GFP+ MAC1+ % 1.4.
For c1ccc(OCc2nnnn2-c2ccccc2)cc1 the results were NOD1 NF-kB reporter -2%, Siah-1 displacement 2%, KOR beta-arrestin-1 -6.5%, LYP phosphatase 3%, NOD2 inhibition 12%, PhoP inhibition 3%, KOR beta-arrestin-2 -10%, Myeloid diff 2 inactive, HIV peptide binding 0.2% and Myeloid diff 2 GFP+ MAC1+ % 0.5.
Screening NC(=O)C1(N2CCCCC2)CCN(Cc2ccc(Br)cc2)CC1 returned NOD1 NF-kB reporter -2%, Siah-1 displacement 14%, KOR beta-arrestin-1 -2.3%, LYP phosphatase -4%, NOD2 inhibition 17%, PhoP inhibition -6%, KOR beta-arrestin-2 15%, Myeloid diff 2 inactive, HIV peptide binding 0.9% and Myeloid diff 2 GFP+ MAC1+ % 0.8.
COc1ccc(NC(=O)C(c2ccccc2)N(C)C(=O)c2ccc(=O)[nH]c2)cc1 (stereo not given) was read as NOD1 NF-kB reporter -12%, Siah-1 displacement 9%, KOR beta-arrestin-1 11%, LYP phosphatase -2%, NOD2 inhibition 0%, PhoP inhibition -7%, KOR beta-arrestin-2 -15%, Myeloid diff 2 inactive, HIV peptide binding -0.9% and Myeloid diff 2 GFP+ MAC1+ % 0.4.
CC(C)(C)c1cc(C2=CSC3=NCCN23)cc(C(C)(C)C)c1O was read as NOD1 NF-kB reporter -20%, Siah-1 displacement 1%, KOR beta-arrestin-1 -7.6%, LYP phosphatase -10%, NOD2 inhibition -1%, PhoP inhibition -5%, KOR beta-arrestin-2 -50%[20 µM], Myeloid diff 2 inactive, HIV peptide binding -3.2% and Myeloid diff 2 GFP+ MAC1+ % 0.3.

Random excerpt: two entries already listed.
O=C1Nc2ccccc2C1=Nc1ccc(Cl)cc1 was read as NOD1 NF-kB reporter -10%, Siah-1 displacement 2%, KOR beta-arrestin-1 -7.1%, LYP phosphatase 3%, NOD2 inhibition -53%, PhoP inhibition -3%, KOR beta-arrestin-2 -1%, Myeloid diff 2 inactive, HIV peptide binding -2.5% and Myeloid diff 2 GFP+ MAC1+ % 0.5.
CCO[C@H]1OC(C(=O)N2CCOCC2)=C[C@@H](c2ccc(C(F)(F)F)cc2)[C@@H]1CCCO was read as NOD1 NF-kB reporter -12%, Siah-1 displacement 5%, KOR beta-arrestin-1 -1.7%, LYP phosphatase -9%, NOD2 inhibition 14%, PhoP inhibition -6%, KOR beta-arrestin-2 -22%, Myeloid diff 2 inactive, HIV peptide binding -0.8% and Myeloid diff 2 GFP+ MAC1+ % 2.9.

Continued.
`C(/C=C/c1ccccc1)=N/N1CCN(c2ccccc2)CC1` gave NOD1 NF-kB reporter -43%, Siah-1 displacement -1%, KOR beta-arrestin-1 -1.9%, LYP phosphatase 1%, NOD2 inhibition -57%, PhoP inhibition 2%, KOR beta-arrestin-2 7%, Myeloid diff 2 inactive, HIV peptide binding 1.3% and Myeloid diff 2 GFP+ MAC1+ % 0.4.
`CN(C)c1ccc(CNC2CC(C)(C)NC(C)(C)C2)cc1` gave NOD1 NF-kB reporter 20%, Siah-1 displacement 2%, KOR beta-arrestin-1 5.8%, LYP phosphatase -6%, NOD2 inhibition -8%, PhoP inhibition 9%, KOR beta-arrestin-2 -18%, Myeloid diff 2 inactive, HIV peptide binding 0.7% and Myeloid diff 2 GFP+ MAC1+ % 2.4.
`Cc1ccc(COc2coc(CO)cc2=O)cc1` gave NOD1 NF-kB reporter -8%, Siah-1 displacement 2%, KOR beta-arrestin-1 -1.1%, LYP phosphatase -9%, NOD2 inhibition -23%, PhoP inhibition 9%, KOR beta-arrestin-2 -17%, Myeloid diff 2 inactive, HIV peptide binding -3.4% and Myeloid diff 2 GFP+ MAC1+ % 0.3.
O=C(O)CC(NC(=O)C12CC3CC(CC(C3)C1)C2)c1ccc(OC2CCCC2)cc1 (stereo not given) was read as NOD1 NF-kB reporter -23%, Siah-1 displacement -2%, KOR beta-arrestin-1 -3.5%, LYP phosphatase 2%, NOD2 inhibition -8%, PhoP inhibition -5%, KOR beta-arrestin-2 -2%, Myeloid diff 2 inactive, HIV peptide binding 2.7% and Myeloid diff 2 GFP+ MAC1+ % 0.2.
COc1ccc2oc(=O)c(C(=O)N3CCN(c4ccccc4F)CC3)cc2c1 was read as NOD1 NF-kB reporter -19%, Siah-1 displacement 4%, KOR beta-arrestin-1 -1.7%, LYP phosphatase 1%, NOD2 inhibition 8%, PhoP inhibition -9%, KOR beta-arrestin-2 9%, Myeloid diff 2 inactive, HIV peptide binding -2.6% and Myeloid diff 2 GFP+ MAC1+ % 0.9.
For CC1=NN(c2ccccc2)C(=O)/C1=C\c1ccc(Br)s1 the results were NOD1 NF-kB reporter 30%, Siah-1 displacement 3%, KOR beta-arrestin-1 17%, LYP phosphatase -3%, NOD2 inhibition -75%, PhoP inhibition 4%, KOR beta-arrestin-2 8%, Myeloid diff 2 inactive, HIV peptide binding 0.4% and Myeloid diff 2 GFP+ MAC1+ % 0.8.

Compound activity as filed in PubChem BioAssay.

Not all compounds are listed; count on the stated rates, not on these rows.
